Screening results from PubChem BioAssay.
CCR6 antagonist = blocks CCL20-driven beta-arrestin recruitment at human CCR6; AID 493098; 340,000 tested, 0.49% active; inhibition, % at 20 µM; CHO-K1 CCR6 PathHunter beta-arrestin, luminescence, CCL20-stimulated;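 active = compounds whose inhibition of the agonist-driven luminescence signal at 20 µM reaches about 50%, limit read from the data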;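 note: cells stimulated with CCL20 at 14 nM final; plate controls were DMSO with CCL20 for no effect and DMSO without agonist for full effect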
Target sequence (P51684 whole entry, looked up): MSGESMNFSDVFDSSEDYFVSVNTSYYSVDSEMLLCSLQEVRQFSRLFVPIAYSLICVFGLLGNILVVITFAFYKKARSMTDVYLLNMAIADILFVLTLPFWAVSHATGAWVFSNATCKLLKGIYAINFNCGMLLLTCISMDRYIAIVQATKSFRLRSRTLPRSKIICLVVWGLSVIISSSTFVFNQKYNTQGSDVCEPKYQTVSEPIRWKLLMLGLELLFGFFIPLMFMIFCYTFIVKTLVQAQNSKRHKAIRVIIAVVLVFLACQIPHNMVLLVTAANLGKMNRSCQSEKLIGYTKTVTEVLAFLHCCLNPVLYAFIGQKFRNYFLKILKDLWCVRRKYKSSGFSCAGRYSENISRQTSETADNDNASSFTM
Gli-Sufu block = antagonists of Gli-Sufu signaling | Sufu-KO-LIGHT fibroblasts, Gli luciferase reporter luminescence | inhibition, % at 5 µM | 340,000 tested, 0.74% active;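 active = inhibition above about 55%, limit read from the data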;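 note: 0% = DMSO-treated cells and 100% = wells with medium but no cells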
EBI2 antag = antagonists of human EBI2 receptor; EBI2 beta-arrestin recruitment, luminescence, 7a,25-OHC stimulated; 360,000 tested, 0.81% active; inhibition, % at 5 µM; in the data active = inhibition above about 38%;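 note: enzyme fragment complementation signal reports receptor beta-arrestin coupling in cells; 0% = agonist plus DMSO wells and 100% = wells without agonist; some results beyond the cut were filed as inactive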
ATG4B inh = blocks human ATG4B protease cleavage of LC3 substrate; ATG4B cleavage of LC3-PLA2, NBD-HPC fluorescence, 1 h; inhibition, % at 8.33 µM; 340,000 tested, 0.51% active; in the data active = inhibition above about 40%
Target sequence (Q9Y4P1 whole entry, looked up): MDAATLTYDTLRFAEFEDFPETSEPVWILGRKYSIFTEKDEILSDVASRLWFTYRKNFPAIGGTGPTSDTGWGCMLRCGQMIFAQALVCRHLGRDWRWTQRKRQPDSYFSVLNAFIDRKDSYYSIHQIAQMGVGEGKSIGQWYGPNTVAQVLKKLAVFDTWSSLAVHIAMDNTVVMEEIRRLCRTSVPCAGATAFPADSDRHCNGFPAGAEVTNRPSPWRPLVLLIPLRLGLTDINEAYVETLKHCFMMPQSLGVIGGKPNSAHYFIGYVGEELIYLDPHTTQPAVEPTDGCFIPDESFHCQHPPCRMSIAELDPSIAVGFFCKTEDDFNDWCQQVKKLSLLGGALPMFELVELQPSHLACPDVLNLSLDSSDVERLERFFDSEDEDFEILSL
CXCR6 block = inhibitors of human CXCR6 receptor | O00574 | AID 602244 | CHO-K1 PathHunter CXCR6 beta-arrestin, luminescence | 360,000 tested, 0.36% active | inhibition, % at 20 µM; in the data active = inhibition above about 34%, passing the limit was not always enough;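 note: antagonist mode with CXCL16 agonist at 10 nM final; 0% = 10 nM CXCL16 with DMSO and 100% = unstimulated wells without agonist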
APJ antag = antagonists of human APJ apelin receptor. P35414. CHO-K1 APJ beta-arrestin complementation, luminescence. inhibition, % at 20 µM. 330,000 tested, 0.32% active. AID 2521;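 active = inhibition above about 40% at 20 µM, limit read from the data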;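 note: cells challenged with 10 nM apelin-13 agonist together with compound; plate controls were apelin-13 plus DMSO wells for no effect and DMSO wells lacking apelin-13 for full effect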
UBC13 polyUb = inhibitors of human UBC13 polyubiquitin chain formation; 330,000 tested, 0.47% active; TR-FRET; P61088; inhibition, % at 20 µM; in the data active = inhibition above about 45%, passing the limit was not always enough
Target sequence (P61088 whole entry, looked up): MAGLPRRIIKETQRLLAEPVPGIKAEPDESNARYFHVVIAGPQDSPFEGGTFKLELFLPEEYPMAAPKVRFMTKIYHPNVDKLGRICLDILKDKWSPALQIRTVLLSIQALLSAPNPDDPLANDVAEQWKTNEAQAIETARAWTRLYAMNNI
APJ agonist = APJ receptor agonism; P35414; CHO-K1 APJ PathHunter beta-arrestin, luminescence; 0% DMSO wells, 100% apelin; activation, % at 20 µM; 330,000 tested, 0.11% active; AID 2520;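 active = activation more than six SD over the plate average, tested at 20 µM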;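 note: 0% = DMSO alone and 100% = apelin-13 at 10 nM; some results filed as inactive read as strong as hits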
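Test system: CHO-K1 APJ beta-arrestin complementation cell line | Compound: Single test compound dose, 20 µM final, 1% DMSO | Incubation: Compound 90 min 25 °C, reagent 1 h | Measured by: beta-gal luminescence | Read-out basis: APJ–arrestin association signal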
Numbers without * were called inactive; . = not tested or not shown; & = joins results of further samples.

SMILES	CCR6 antagonist	Gli-Sufu block	EBI2 antag	ATG4B inh	CXCR6 block	APJ antag	UBC13 polyUb	APJ agonist
CC(C)(CS(=O)(=O)[O-])NC(=O)CC[N+](C)(C)CCO	15	-2	2	-10	-13	-13	-30	-3
O=C1CC2(CCCC2)Oc2ccc(F)cc21	5	2	-10	6	-4	-34	4	-4
CCCNc1ncc2c(=O)[nH][nH]c(=O)c2n1	14	4	-1	-7	6	.	.	.
COc1cc(NC(=O)Cc2ccccc2)cc(OC)c1	-5	37	4	-6	3	10	7	-1
Cc1cc(Sc2nnc(/N=C/N(C)C)s2)c2ccccc2n1	14	-3	26	-3	-1	-14	55*	3
CC(=O)c1c(N)[nH]c(-c2ccccc2)nc1=S	57*	16	0	-6	16	24	-2	-9
CN(C)/C=C/C(=O)c1ncc(C(F)(F)F)cc1Cl	4	-1	-6	0	-1	16	-3	2
CCn1c(C)cc(/C=C2/SC(=S)NC2=O)c1C	-6	-7	-13	-1	-18	9	-49	-4
NC(=O)OCC(COC(N)=O)c1ccccc1	0&8	31&-1	0&0	0&-1	2&-5	19	-5	-1
COc1ccc(NS(=O)(=O)c2cccc(NC(=O)CCC(=O)c3cccs3)c2)cc1	4	1	-10	0	1	-19	6	-1
O=C(O)CC/C(=N\Nc1ccccc1[N+](=O)[O-])c1cccs1	40	4	5	8	33	25	-115	-6
CS(=O)Cc1cc(Oc2ccccc2)nc(-c2ccncc2)n1 (centres undefined)	9	-2	6	1	0	-1	1	-2
COC(=O)c1cc(C(=O)OC)cc(N2C(=O)CC(Sc3nc(C)cc(C)n3)C2=O)c1 (centres undefined)	-4	0	7	-2	-11	3	2	1
O=c1nc(N2CCOCC2)ccn1Cc1ccc(Br)cc1	18	5	-11	-7	0	6	-6	-1
CCS(=O)(=O)c1nc(NC(C)=O)n[nH]1	5	-4	-12	0	4	5	-4	-7
COc1ccc(C2C(C(C)=O)=C(O)C(=O)N2CCc2c[nH]c3ccccc23)cc1 (centres undefined)	7	2	-8	-9	-3	15	6	-4
CCCCOc1ccc(Cl)cc1Nc1nc(NCCO)nc(N2CCCC2)n1	4	9	23	-11	-1	3	60*	1
FC(F)(F)c1ccccc1-n1ccnc1	-3	3	-1	2	0	-1	7	-2
CN1CCN(c2nc(-c3ccccc3)nc3c2oc2ccccc23)CC1	0	-1	-3	-13	6	15	27	-3
CC(C)C(=O)NCC(c1cccs1)S(=O)(=O)c1ccc(F)cc1 (centres undefined)	-18	22	-12	-1	2	19	3	-4
O=C(O)/C=C/C(=O)NCc1cn(-c2ccccc2)nc1-c1cccc(Br)c1	3	-2	-12	8	8	10	0	-1
COc1ccc(C(=O)NC(C)CCc2ccccc2)cc1 (centres undefined)	7	-3	3	-5	1	6	1	-1
CCc1ccc2[nH]c(=O)c(CN(Cc3ccccc3OC)C(=O)Nc3ccccc3OC)cc2c1	10	3	15	-16	6	0	-11	-3
CCCS(=O)(=O)c1c(S(=O)(=O)CCC)c2ccc(C(N)=O)cn2c1C(=O)c1ccccc1	-3	-3	-12	-2	-5	2	-2	-2

Looked up above:
Gli-Sufu block result of `O=C(O)/C=C/C(=O)NCc1cn(-c2ccccc2)nc1-c1cccc(Br)c1` → -2
EBI2 antag result of `CN1CCN(c2nc(-c3ccccc3)nc3c2oc2ccccc23)CC1` → -3

(next part)
SMILES	CCR6 antagonist	Gli-Sufu block	EBI2 antag	ATG4B inh	CXCR6 block	APJ antag	UBC13 polyUb	APJ agonist
COc1ccc(N2CCN(c3oc(COc4ccc(Cl)cc4Cl)nc3C#N)CC2)cc1	1	19	16	9	-1	-11	-9	-4
O=C(Nc1cccc2ccccc12)OC1C=CS(=O)(=O)C1 (centres undefined)	4	2	-13	-3	-1	-26	-2	6
Fc1cccc2sc(Nc3nc4cc5c(cc4s3)OCO5)nc12	-1	-68	5	22	-4	12	-19	-4
CC(=O)Nc1ccc(Nc2ncnc(N)c2[N+](=O)[O-])cc1	1	-7	5	-7	0	-4	-4	-3
Cc1nc(Cc2nnc(SC(C)C(=O)N3c4ccccc4NC(=O)C3(C)C)o2)cs1 (centres undefined)	1	-3	-5	-1	-4	.	.	.
C[C@@H]1CN([C@@H](C)CO)C(=O)Cc2cc(NC(=O)Nc3ccc(F)cc3)ccc2O[C@@H]1CN(C)Cc1ccc(Cl)c(Cl)c1	-1	10	-1	-2	-13	2	-16	3
O=C(NC1CCN(c2ncccn2)CC1)c1c(F)cccc1F	-7	6	6	5	0	11	11	-2
N/C(=N\N=C\c1ccco1)SC1CC(=O)N(c2ccccc2)C1=O (centres undefined)	8	1	-8	-3	-7	1	6	-3
CC(NC(=O)Nc1ccc(Cl)cc1)c1ccc2c(c1)OCO2 (centres undefined)	17	-26	-2	-8	-7	6	-8	-4
Cc1nc(N2CCN(c3ccccc3)CC2)nc2c1C(=O)CC(C)C2 (centres undefined)	-16	6	8	-4	-4	-10	17	0
c1ccc(-n2nnc(-c3cccnc3)n2)cc1	3	-79	1	2	-11	-42	-4	-5
COc1cc2sc3ccc(C#Cc4ccc(N)cc4)cc3c(=O)c2cc1OC	6	-10	-3	8	-6	-84	-26	6

Some of these compounds in order of molecular weight, low to high.
SMILES	CCR6 antagonist	Gli-Sufu block	EBI2 antag	ATG4B inh	CXCR6 block	APJ antag	UBC13 polyUb	APJ agonist
Cc1nc(N2CCN(c3ccccc3)CC2)nc2c1C(=O)CC(C)C2 (centres undefined)	-16	6	8	-4	-4	-10	17	0
CN1CCN(c2nc(-c3ccccc3)nc3c2oc2ccccc23)CC1	0	-1	-3	-13	6	15	27	-3
COC(=O)c1cc(C(=O)OC)cc(N2C(=O)CC(Sc3nc(C)cc(C)n3)C2=O)c1 (centres undefined)	-4	0	7	-2	-11	3	2	1

Structural class, those above with a COOH group
SMILES	CCR6 antagonist	Gli-Sufu block	EBI2 antag	ATG4B inh	CXCR6 block	APJ antag	UBC13 polyUb	APJ agonist
O=C(O)CC/C(=N\Nc1ccccc1[N+](=O)[O-])c1cccs1	40	4	5	8	33	25	-115	-6
O=C(O)/C=C/C(=O)NCc1cn(-c2ccccc2)nc1-c1cccc(Br)c1	3	-2	-12	8	8	10	0	-1

Going on with the list.
SMILES	CCR6 antagonist	Gli-Sufu block	EBI2 antag	ATG4B inh	CXCR6 block	APJ antag	UBC13 polyUb	APJ agonist
COc1cc(-c2nnc(SCC(=O)c3cc(C)n(CC4CCCO4)c3C)o2)cc(OC)c1OC (centres undefined)	10	18	12	-6	5	1	0	-4
Cc1nn2cc(-c3ccccc3)nc2s1	-10	-62	-5	12	-5	-12	1	2
COC(=O)c1ccc(/C=C/c2c(-c3ccsc3)oc3ccc(N4CCOCC4)cc23)cc1	-8	-11	1	-4	-7	0	-16	1
NC(=O)C1CCN(C(=O)NC(=O)c2ccccc2)CC1	-2	-1	1	-12	-5	-10	8	-1
CCOC(=O)c1c(C)[nH]c(C2=NNC(=Nc3ccccc3OC)SC2)c1C	2	-70	16	-8	-4	12	-7	-3
CCSc1ccccc1C(=O)Nc1nc2ccccc2c(=O)[nH]1	10	5	-17	1	-3	-3	2	-3
N#C/C(=C\c1ccc(O)cc1)C(=O)N1CCCC1	7	2	-4	-5	2	10	-11	-3
O=C(C1CCN(S(=O)(=O)N2CCC3(CC2)OCCO3)CC1)N1CCCCC1	-4	-16	-10	0	4	3	5	1
COc1cc(/C=C2\SC(=O)N(c3ccc(O)cc3)C2=O)cc(OC)c1OC	-3	-8	0	-15	3	-5	16	-2
C=CCNc1nc(Nc2ccc(OC)cc2)nc(OC)n1	-18	-3	-7	-7	-4	17	2	-8
CC(C)N1CCN(Cc2cccc(-c3ccco3)c2)CC1CCO (centres undefined)	7	18	4	-9	2	-11	8	-4
Cc1cc(C(=O)COC(=O)c2ccc3c(c2)NC(=O)CS3)c(C)n1CCc1ccc(Cl)cc1	-4	4	-2	4	-15	4	-10	1
C[C@@H]1CC=C[C@H]2[C@H]1C(=O)N(Cc1ccccc1)[C@H]2c1ccc2ccccc2c1	21	-3	11	-7	-1	16	5	5
CC(=O)Nc1ccc(S(=O)(=O)Oc2ccc(Br)cc2C(=S)N2CCOCC2)cc1	24	-1	3	-1	-25	-3	-7	1
CCn1cc(C(=O)N(CCC(C)C)c2c(N)n(Cc3ccccc3)c(=O)[nH]c2=O)c(=O)c2ccc(C)nc21	10	-28	-7	5	-1	-21	-6	4
Cc1ccc(S(=O)(=O)N2CCN(C(=O)CSc3nncs3)CC2)cc1	8	4	-4	-4	0	3	-2	-2
Cc1ccc2cc(CCNC(=O)CC(C)(C)C)c(=O)[nH]c2c1C	3	-2	-4	-3	-6	-6	2	1
Cc1c(Cl)cccc1NC(=S)N1CCN(C(=O)c2ccco2)CC1	12	1	-6	0	-10	9	-4	-1
CSc1ccccc1NC(=O)CN(C1CCCCC1)S(C)(=O)=O	5	0	-4	-6	-8	0	-12	0
CCOC(=O)NN1C(=O)c2ccccc2NC1c1ccccc1F (centres undefined)	3	-10	-3	-3	-4	6	14	-2
COCCN(C(=O)COC(=O)CCC(=O)c1ccc(Cl)cc1)c1c(N)n(Cc2ccccc2)c(=O)[nH]c1=O	12	-9	0	-3	-3	-3	-4	4
O=C(COC(=O)/C=C/c1ccc(S(=O)(=O)N2CCOCC2)cc1)Nc1ccc(F)c(F)c1F	10	-3	-8	-1	-3	2	0	-3
O=C(CCN1CCN(Cc2ccccc2)CC1)NNC(=O)Nc1cccc(C(F)(F)F)c1	2	10	6	-5	6	3	-1	0
Cc1nn(C)c(C)c1S(=O)(=O)N1CCC(C(=O)NC2CCCCCC2)CC1	1	5	-2	4	4	6	-2	-5
CC(=O)Nc1ccc(OCc2ccc3c(c2)OCO3)cc1	-15	-74	7	2	-8	5	-6	0
CC(Oc1ccc(Cl)cc1Cl)c1ccn[nH]1 (centres undefined)	6	-4	-4	4	-7	-3	9	-2
COc1ccc(/C=C/C(=O)c2ccccc2)cc1Cn1nnc2ccccc21	18	2	11	18	-13	-10	0	-2
CCCNC(=O)Cn1cc(S(=O)(=O)N2CCCC2)c(S(=O)(=O)N2CCCC2)c1	14	-7	4	9	5	15	-1	0
COc1cccc(C(=O)NCC(c2cccs2)N2CCOCC2)c1 (centres undefined)	9	7	2	8	7	-4	6	-4
Cc1ccc(-c2nc3ccccc3[nH]2)cc1N	-5	-69	-3	-4	-10	7	5	-4
CCCNC(=O)Nc1ccc(NC(C)=O)cc1	-14	-4	-14	-6	-8	-2	4	-3
